# Compound activity deposited in PubChem by Broad Institute.
# C2C12 statin: protects C2C12 myotubes from simvastatin toxicity; ATP luminescence, 48 h; scaled: DMSO 0, geranylgeraniol control 100; rescue of ATP level, % at 7.49 µM; hit rate 0.78% among 330,000; AID 602340;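 active means mean ATP rescue above about 67%, or every replicate alone reaching that limit, limit read from the data, passing the limit was not always enough; inconclusive means no clear call, values can overlap the other calls; inactive means mean under the limit and some replicate under it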;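 further: myotubes were challenged with 10 µM simvastatin during compound exposure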
# E-sel inducer: E-selectin induction on HUVECs. AID 686992. hit rate 0.37% among 260,000. HUVEC E-selectin immunofluorescence imaging; normalized: neutral wells 0, TNF-alpha wells 100. activation, % at 7.58 µM;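 active means mean E-selectin-positive cell signal at least 10% of the positive control, reached in at least 60% of replicates, without over 20% cell loss; inconclusive means no rule given, readout overlaps actives, possibly toxicity-flagged; inactive means the rest, including those meeting only one limit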;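 further: in these data hits start at about 27%; measured in HUVEC primary endothelial cells; signal is the percent of cells scored E-selectin positive by PE staining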
# Target sequence (P16581 whole entry, looked up): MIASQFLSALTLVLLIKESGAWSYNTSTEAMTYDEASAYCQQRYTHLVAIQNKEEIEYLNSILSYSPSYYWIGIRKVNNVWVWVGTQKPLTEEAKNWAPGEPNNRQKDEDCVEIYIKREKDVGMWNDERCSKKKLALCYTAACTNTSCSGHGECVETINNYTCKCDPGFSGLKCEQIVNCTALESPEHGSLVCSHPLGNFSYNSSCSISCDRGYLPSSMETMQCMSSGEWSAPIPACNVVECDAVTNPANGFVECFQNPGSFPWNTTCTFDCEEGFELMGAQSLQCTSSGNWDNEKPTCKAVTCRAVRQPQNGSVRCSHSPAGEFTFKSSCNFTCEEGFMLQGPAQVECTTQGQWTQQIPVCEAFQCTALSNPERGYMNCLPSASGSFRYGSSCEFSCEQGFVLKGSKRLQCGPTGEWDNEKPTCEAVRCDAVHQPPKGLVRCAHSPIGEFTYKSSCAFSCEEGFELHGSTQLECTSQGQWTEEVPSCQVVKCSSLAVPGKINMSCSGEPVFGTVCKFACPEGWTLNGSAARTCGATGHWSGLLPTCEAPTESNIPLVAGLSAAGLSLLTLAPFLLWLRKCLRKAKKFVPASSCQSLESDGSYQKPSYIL
#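 Read-out: % PE-positive cells | Test system: HUVEC | Doses: One compound dose added by pin transfer | Buffer or medium: EGM-2 over gelatin coat | Signal: Immunofluorescence imaging | Benchmarks: TNF-alpha, DMSO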
# PglD inh: blocks C. jejuni PglD acetyltransferase activity. inhibition, % at 12.5 µM. hit rate 0.098% among 360,000. purified PglD enzyme, DTNB colorimetric CoA detection; in the data active means inhibition above about 16%, passing the limit was not always enough; inconclusive means no clear call, values can overlap the other calls; further: strong numbers were not always called active
# S100A4 inh HTS: blocks human S100A4 binding to myosin IIA peptide. P26447. S100A4/TAMRA-MyoIIA peptide fluorescence polarization. inhibition, % at 10.7 µM. hit rate 0.14% among 360,000;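 active means mean inhibition of at least 70% across replicates, with every replicate also reaching that level; inconclusive means mean inhibition reaches 70% but some replicates fall short; inactive means mean inhibition below 70%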
#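 Test system: S100A4 monomer protein. Medium: HEPES buffer with Ca2+, pH 7.2. Reagent: fluorescent myosin IIA peptide, 5 nM. Compound dosing: single-point compound testing. Timing: 5 min between mix addition and reading. Benchmarks: DMSO neutral and TFP positive wells.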
# SIRT5 block: inhibitors of human sirtuin-5 desuccinylase; Q9NXA8; Purified SirT5, succinyl-peptide AMC, trypsin-coupled fluorescence; inhibition, % at 15 µM; hit rate 1.1% among 330,000; in the data active means inhibition above about 15%; inconclusive means no clear call, values can overlap the other calls
# Target sequence (Q9NXA8 whole entry, looked up): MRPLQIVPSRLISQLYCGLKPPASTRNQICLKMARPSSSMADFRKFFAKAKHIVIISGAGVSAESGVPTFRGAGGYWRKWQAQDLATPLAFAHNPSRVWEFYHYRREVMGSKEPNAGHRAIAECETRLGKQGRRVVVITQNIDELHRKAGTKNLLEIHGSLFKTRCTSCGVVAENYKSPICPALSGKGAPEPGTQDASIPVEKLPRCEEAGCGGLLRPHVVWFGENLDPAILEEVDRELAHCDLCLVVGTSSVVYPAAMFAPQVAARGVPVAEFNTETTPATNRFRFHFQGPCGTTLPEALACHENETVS
# DENV2 CPE rescue: protects cells from dengue virus 2 cytopathic effect | CPE inhibition, % at 9.99 µM | hit rate 1.7% among 350,000 | DENV2-infected cells, cytopathic effect rescue, plate reader | AID 651640; in the data active means CPE inhibition above about 20%, passing the limit was not always enough; inconclusive means no clear call, values can overlap the other calls; tested in BHK-21 cells;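 further: 0% = median of neutral control wells and 100% = median of positive control wells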
# ERp5 block: inhibitors of human ERp5 | ERp5 insulin aggregation, absorbance 650 nm, 90 min | inhibition, % at 9.99 µM | hit rate 0.05% among 350,000 | AID 651711;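 active means mean replicate inhibition above about 25%, with every replicate also reaching it, limit read from the data, passing the limit was not always enough; inconclusive means only one of those two criteria met; inactive means neither criterion met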
# Numbers without * were called inactive; ? = inconclusive; / = not tested or not shown; & = joins results of further samples. This is a subset; rates above refer to the full screens.
1: CCOc1ccc(S(=O)(=O)NCCCn2ccnc2)cc1NC(C)=O
2: CN(C)C(=O)N1CCc2ccc([N+](=O)[O-])cc21
3: COC(=O)[C@@]1(Cc2ccc(F)cc2)[C@H]2c3cc(C(=O)N4CCCC4)n(CCc4c[nH]c5ccc(OC)cc45)c3C[C@H]2CN1C(=O)c1ccccc1
4: Cc1nnc(SCC(=O)N(C)C2CCCCC2)n1C
5: CNC(=S)N(CCCn1ccnc1)Cc1c(F)cccc1Cl
6: Cc1cc2nc(-c3ccccc3)c(Cc3cccc(Cl)c3)n2c(C)c1Br
7: S=C1N(c2ccccc2)C(c2ccc(Br)cc2)N2CCCN12 (centres undefined)
8: Nc1ccc(C(=O)OCC(=O)Nc2cccc(S(=O)(=O)NC3=NCCCCC3)c2)cc1[N+](=O)[O-]
entry no.,1,2,3,4,5,6,7,8
C2C12 statin,-1,/,/,6,-2,/,-2,-1
E-sel inducer,0.1,-0.3,-0.2,2.2,/,1.4,-0.1,0.8
PglD inh,-7,2,/,4,2,/,2,-1
S100A4 inh HTS,-4,0,-5,7,7,-3,2,-5
SIRT5 block,-2,2,/,-2,3,/,1,3
DENV2 CPE rescue,1,5,-8,-7,1,3,42*,5
ERp5 block,1,-2,0,2,6,5,0,2

9: CC(C)C[C@H]1CN([C@@H](Cc2ccc(O)cc2)CN2CCC[C@H]2CN2C(=O)C(=O)NC[C@@H]2Cc2ccc(O)cc2)C(=O)C(=O)N1CCc1ccccc1
10: Cc1cc(Nc2ccc(F)cc2Cl)n2ncnc2n1
11: CC=Cc1ccc2n(c1=O)C[C@@H]1[C@@H](CO)[C@H](C(=O)NCC3CC3)N(Cc3cccnc3)[C@H]21 (mixture of isomers)
12: S=C(Nc1ccc2c(c1)OCO2)N1CCCC1
13: CN(C)S(=O)(=O)c1ccc(N2CCCC2)c(C(=O)NCC2CCCCC2)c1
14: O=C(COc1ccccc1Cl)N1CCN(C(=O)c2ccco2)CC1
15: COc1cc([N+](=O)[O-])ccc1NC(=O)NCc1ccccn1
16: COc1ccc(CCNc2ccc(N3C(=O)CC(C)C3=O)cc2[N+](=O)[O-])cc1OC (centres undefined)
entry no.,9,10,11,12,13,14,15,16
C2C12 statin,/,14,-21,/,/,9,/,-7
E-sel inducer,/,0.0,-0.5,/,/,2.8,-0.3,/
PglD inh,/,0,2,/,/,-2,-4,-3
S100A4 inh HTS,-4,0,5,-2,5,-5,-7,-2
SIRT5 block,-4,-3,-5,-2,-6,-7,-2,-3
DENV2 CPE rescue,-1,1,16,2,-4,-10,-3,0
ERp5 block,1,-6,1,5,-3,3,-2,-4

17: O=C(NCc1nc2ccccc2[nH]1)C1=C[C@H](c2ccccc2)C[C@H](OCc2ccc(CO)cc2)O1
18: CCN(C[C@H]1N[C@@](Cc2ccccc2)(C(=O)OC)[C@H]2C(=O)N(Cc3ccccc3)C(=O)[C@@H]12)C(=O)Nc1ccc(C(F)(F)F)cc1
19: CC1CCCN(C(=O)Cn2nnc(-c3ccc(F)cc3)n2)C1 (centres undefined)
20: COc1ccc(NS(=O)(=O)c2ccc(NC(=O)c3ccc(N(C)S(C)(=O)=O)cc3)cc2)c(OC)c1
21: Cc1ccc2nc(N3CC(C)OC(C)C3)nc(-c3ccccc3)c2c1 (centres undefined)
22: CC(C)(C)c1ccc(/C=N/NC(=S)NCc2ccccc2)cc1
23: CC(C)c1nnc(NC(=O)CCC(=O)Nc2ccc(Cl)cc2)s1
24: CCC(c1nc2ccccc2[nH]1)n1c(C)nc2ccccc21 (centres undefined)
entry no.,17,18,19,20,21,22,23,24
C2C12 statin,6,-62,3,-20,-6,/,/,/
E-sel inducer,-0.1,0.7,0.2,1.1,/,/,/,-0.2
PglD inh,-4,-2,/,2,7,/,/,/
S100A4 inh HTS,9&-18,0,-2,-6,-16,0,-5,-14
SIRT5 block,-1&2,7,0,-3,-5,2,-2,5
DENV2 CPE rescue,-9&-1,6,0,-3,5,-1,5,-3
ERp5 block,-1&-1,6,7,5,-4,-3,6,5

25: CCOc1cc(/C=N/N=C(N)N)ccc1OCc1ccc(Cl)cc1
26: CC(C)COC(=O)Cn1cnc2ccc(Br)cc2c1=O
27: Cc1cccc(C(=O)O[C@H]2[C@H](C)NS(=O)(=O)[C@H]3CC4C=C[C@]23O4)c1
28: Cc1ccccc1-c1ccc2c(c1)O[C@H](CN(C)C(=O)Nc1ccc(C(F)(F)F)cc1)[C@H](C)CN([C@@H](C)CO)S2(=O)=O
29: O=C(/C=C/c1cccc(F)c1)OCC(=O)N1CCc2ccccc21
30: C[C@H](CO)N1C[C@H](C)[C@@H](CN(C)Cc2ccc3c(c2)OCO3)OCCCC[C@H](C)Oc2ccc(NC(=O)C3CCCCC3)cc2C1=O
31: CCOc1ccccc1-n1c(=S)sc2c(=O)n(-c3ccc(F)cc3)c(SCC(=O)O)nc21
32: CCOC(=O)C1(CC2CCCCO2)CCN(C(=O)Nc2ccc(C)c(C)c2)CC1 (centres undefined)
entry no.,25,26,27,28,29,30,31,32
C2C12 statin,/,/,-2,-375,-1,5,0,/
E-sel inducer,/,/,-0.1,-0.3,-0.2,-0.1,-0.1,/
PglD inh,-1,-1,3,1,6,1,-2,/
S100A4 inh HTS,-4,0,26,1,1,1,-5,-9
SIRT5 block,2,3,/,6,-1,1,1,-1
DENV2 CPE rescue,-2,/,-1,?,3,-4,-7,11
ERp5 block,0,-10,7,0,0,-5,1,0

33: CC(=O)c1cc(-c2ccccc2)n(CCC(=O)NC2CCCC2)c1C
34: CCc1noc(C)c1C(=O)N1CCN(S(=O)(=O)c2cccc(C(F)(F)F)c2)CC1
35: O=c1c(-c2ccccc2)c(O)cc(-c2ccncc2)n1-c1ccc(Cl)cc1
36: NNc1nc2cccnc2n(CCNc2ncc(C(F)(F)F)cc2Cl)c1=O
37: C[C@@H]1CN([C@@H](C)CO)C(=O)c2cccc(N(C)C)c2O[C@H]1CN(C)Cc1ccncc1
38: Cc1occc(=O)c1OC(=O)Nc1ccc(Cl)c(Cl)c1
39: COc1ccc2nc(SC)cc(C)c2c1
40: Cc1c(Cl)cccc1NC(=O)CN(C1CCCCC1)S(C)(=O)=O
entry no.,33,34,35,36,37,38,39,40
C2C12 statin,6,4,1,-6,-6,/,/,8
E-sel inducer,/,4.2,0.2,/,-0.2,/,-0.5,0.4
PglD inh,-4,-5,-5,-4,3,/,/,7
S100A4 inh HTS,-6,-3,-10,-3,4,2,-1,-2
SIRT5 block,-3,2,-4,0,3,-2,-1,1
DENV2 CPE rescue,-4,16,-2,-2,-8,-12,13,10
ERp5 block,2,0,-2,-1,-3,1,-1,-1

41: Cc1c(Cl)cccc1N1C(=O)CC(NNC(=O)c2cccs2)C1=O (centres undefined)
42: CCOC(=O)CSc1nc2cc3c(cc2cc1C#N)OCCO3
43: Cc1onc(-c2ccccc2)c1C(=O)Nc1nncs1
44: C[C@@H]1CN([C@H](C)CO)C(=O)c2cccc(NC(=O)Nc3ccc4c(c3)OCO4)c2O[C@@H]1CN(C)S(=O)(=O)c1ccc(Cl)cc1
45: CCC(=O)NC(=S)NNC(=O)COc1ccc(Br)cc1
46: C[C@@H]1CN([C@H](C)CO)C(=O)CCCn2nncc2CO[C@H]1CN(C)S(=O)(=O)c1ccc2c(c1)OCCCO2
47: CN1CCN(c2ncnc3c2ncn3[C@H]2CN(Cc3ccccc3)C[C@@H](CO)O2)CC1
48: CCN(CC)C(=O)[C@H]1C[C@H](CC(=O)NCCCN(C)C)C(=O)N2CCc3c([nH]c4cc(-c5ccco5)ccc34)[C@]12C
entry no.,41,42,43,44,45,46,47,48
C2C12 statin,0,/,5,?,/,6&3,-1,2
E-sel inducer,0.9,/,0.0,0.5,/,-0.3,-0.1,-0.1
PglD inh,5,/,/,0,/,-1&1,4,-1
S100A4 inh HTS,-1,-4,2,-17,-16,12&18,12,-2
SIRT5 block,1,-4,-2,-5,7,-3&-4,-3,-7
DENV2 CPE rescue,-2,-3,-3,3,-5,-7&-13,5,1
ERp5 block,1,?,-6,-1,10,-3&0,1,-1

49: CC(=O)N(C)C[C@@H]1Oc2ncc(C#Cc3ccccn3)cc2C(=O)N([C@@H](C)CO)C[C@@H]1C
50: CSCCC(NC(=O)c1ccco1)C(=O)OCC(=O)N1c2ccccc2NC(=O)C1(C)C (centres undefined)
51: Cc1ccnc2nc(C(=O)OCCOc3ccccc3)nn12
52: COc1ccc(NC(=O)CSc2nc3ccccc3nc2N2CCCC2)c(OC)c1
53: Nc1cc(N2CCCC2)ccc1[N+](=O)[O-]
54: CCOC(=O)c1cc(C#N)c(Nc2ccc(C)cc2)nc1C(F)(F)F
55: NC(=O)C1CCN(C(=O)C2CCN(C(=O)Nc3ccccc3)CC2)CC1
56: COC(=O)COc1ccccc1C(=O)Nc1ccc(OC)cc1
entry no.,49,50,51,52,53,54,55,56
C2C12 statin,5,-16,-4,7,/,6,16,/
E-sel inducer,0.0,-0.1,/,0.1,1.9,/,0.0,/
PglD inh,-3,-1,0,6,/,5,0,/
S100A4 inh HTS,17,-1,-1,-8,5,-2,0,-5
SIRT5 block,4,-4,-3,-4,1,-2,-2,-2
DENV2 CPE rescue,5,17,/,2,/,17,4,-1
ERp5 block,9,0,-7,1,2,0,1,-3

# Structural class: the entries above containing an aryl methoxy group.
3: COC(=O)[C@@]1(Cc2ccc(F)cc2)[C@H]2c3cc(C(=O)N4CCCC4)n(CCc4c[nH]c5ccc(OC)cc45)c3C[C@H]2CN1C(=O)c1ccccc1
15: COc1cc([N+](=O)[O-])ccc1NC(=O)NCc1ccccn1
16: COc1ccc(CCNc2ccc(N3C(=O)CC(C)C3=O)cc2[N+](=O)[O-])cc1OC (centres undefined)
20: COc1ccc(NS(=O)(=O)c2ccc(NC(=O)c3ccc(N(C)S(C)(=O)=O)cc3)cc2)c(OC)c1
39: COc1ccc2nc(SC)cc(C)c2c1
52: COc1ccc(NC(=O)CSc2nc3ccccc3nc2N2CCCC2)c(OC)c1
56: COC(=O)COc1ccccc1C(=O)Nc1ccc(OC)cc1
entry no.,3,15,16,20,39,52,56
C2C12 statin,/,/,-7,-20,/,7,/
E-sel inducer,-0.2,-0.3,/,1.1,-0.5,0.1,/
PglD inh,/,-4,-3,2,/,6,/
S100A4 inh HTS,-5,-7,-2,-6,-1,-8,-5
SIRT5 block,/,-2,-3,-3,-1,-4,-2
DENV2 CPE rescue,-8,-3,0,-3,13,2,-1
ERp5 block,0,-2,-4,5,-1,1,-3
